Bim-Bcl-W – inhibitors of Bim-Bcl-W interaction, human | 0.02% of 190,000 active | inhibition, % at 10 µM | Q92843 | bead-based flow cytometry, Bim peptide-Bcl-W binding;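 also: 0% = bound tracer without compound and 100% = peptide blocker; higher means less fluorescent Bim peptide bound to Bcl-W beads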
Bim-Bcl-XL – human Bim-Bcl-XL interaction inhibition | 0.04% of 190,000 active | inhibition, % at 10 µM | Q07817 | Bim peptide-Bcl-XL binding, bead flow cytometry, fluorescence | AID 1007
Target sequence (Q07817 whole entry, looked up): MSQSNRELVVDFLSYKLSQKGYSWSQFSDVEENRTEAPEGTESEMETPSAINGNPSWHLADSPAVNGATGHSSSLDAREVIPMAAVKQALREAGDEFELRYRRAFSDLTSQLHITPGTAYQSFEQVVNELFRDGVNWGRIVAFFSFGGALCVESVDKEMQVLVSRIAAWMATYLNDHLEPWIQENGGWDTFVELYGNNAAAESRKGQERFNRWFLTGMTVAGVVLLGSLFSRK
Avidin bead fluor – compound fluoresces at 488/530 nm on avidin beads; compound fluorescence 488/530 nm, flow cytometry; stronger effect = higher value; fluorescence (KMESF) at 10 µM; 0.38% of 220,000 active; AID 1775; in the data active = fluorescence above about 47; also: inactives centre near 10
Bfl-1 Bim block – inhibitors of Bim-Bfl-1 interaction, human. 0.12% of 190,000 active. Bead-based flow cytometry, Bim-Bfl-1 binding inhibition. inhibition, % at 10 µM;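 also: 0% = wells without compound plus tracer and 100% = blocker peptide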
Bcl-2 Bim block – inhibitors of Bim-Bcl-2 interaction, human | P10415 | AID 950 | Bead-based flow cytometry, Bim peptide-Bcl-2 binding | 0.06% of 190,000 active | inhibition, % at 10 µM; in the data active = inhibition above about 40%; inconclusive = no clear call, values can overlap the other calls;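 also: 0% = no compound wells with probe peptide and 100% = reference peptide inhibitor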
GSH fluor – GSH bead compound fluorescence profile. GSH beads flow cytometry, compound fluorescence 488/530 nm; stronger effect = higher value. fluorescence (KMESF) at 10 µM. AID 1776. 0.25% of 190,000 active; in the data active = fluorescence above about 89;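 also: glutathione beads carrying GST-tagged Bcl family fusion proteins plus one bare bead set; values are compound well signal with DMSO vehicle wells as background; inactives centre near 16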
RGS4-Gao reg – modulates binding of RGS4 to human Galphao; P09471; Multiplexed bead flow cytometry; actives lie on both sides; binding response (% of control), % at 10 µM; 0.33% of 220,000 active; in the data active = binding response below about 49% or above about 150%; inactive = in between;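 also: fluorescent Galphao activated with aluminum fluoride binding bead-coupled RGS4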
ABCG2 inh – human ABCG2 inhibition, ABCB1 as counter-screen; Q9UNQ0; IgMXP3 cells, JC-1 efflux, flow cytometry; inhibition, % at 6.6 µM; 0.1% of 190,000 active; AID 1325;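 active = inhibition above 80%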;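 also: 0% = DMSO and 100% = nicardipine control wells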
Target sequence (Q9UNQ0 whole entry, looked up): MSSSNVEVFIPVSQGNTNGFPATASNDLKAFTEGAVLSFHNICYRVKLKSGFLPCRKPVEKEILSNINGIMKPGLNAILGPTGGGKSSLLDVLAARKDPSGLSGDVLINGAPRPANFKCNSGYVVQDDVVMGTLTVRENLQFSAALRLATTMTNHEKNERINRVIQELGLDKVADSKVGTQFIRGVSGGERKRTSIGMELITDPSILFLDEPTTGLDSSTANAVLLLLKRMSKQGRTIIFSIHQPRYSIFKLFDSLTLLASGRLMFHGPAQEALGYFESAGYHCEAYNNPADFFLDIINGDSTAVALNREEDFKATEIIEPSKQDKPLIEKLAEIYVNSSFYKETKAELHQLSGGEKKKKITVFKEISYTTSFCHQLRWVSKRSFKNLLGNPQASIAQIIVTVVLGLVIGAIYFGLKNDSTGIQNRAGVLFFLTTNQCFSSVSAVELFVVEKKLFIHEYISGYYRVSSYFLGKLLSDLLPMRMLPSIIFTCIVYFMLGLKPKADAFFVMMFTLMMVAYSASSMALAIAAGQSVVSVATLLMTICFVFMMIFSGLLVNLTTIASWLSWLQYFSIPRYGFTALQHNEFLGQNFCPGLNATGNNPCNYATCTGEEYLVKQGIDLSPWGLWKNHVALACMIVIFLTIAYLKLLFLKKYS
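material = IgMXP3 (ABCG2) plus far-red-tagged CCRF-Adr (ABCB1) cells | amount = 3 million cells/mL, equal mix of both lines | also added = JC-1 transporter substrate | dosing = one concentration, 6.6 µM final | schedule = 10 min at 25 °C | measured by = flow cytometric JC-1 green MFI at 530 nm | read-out basis = percent efflux inhibition, scaled nicardipine 100% to DMSO 0%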
Bim-Bcl-B – disrupts Bim peptide binding to human Bcl-B. Q9HD36. bead-based flow cytometry. inhibition, % at 10 µM. 0.073% of 190,000 active. AID 951;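 also: 0% = tracer peptide without compound and 100% = reference inhibitor peptide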
Target sequence (Q9HD36 whole entry, looked up): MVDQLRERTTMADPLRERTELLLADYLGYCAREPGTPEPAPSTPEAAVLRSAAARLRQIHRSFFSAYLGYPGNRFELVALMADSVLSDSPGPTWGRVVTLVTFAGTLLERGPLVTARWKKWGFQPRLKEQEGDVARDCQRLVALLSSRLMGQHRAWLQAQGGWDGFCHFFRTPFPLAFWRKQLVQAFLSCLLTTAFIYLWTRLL
RGS7-Gao – modulates binding of RGS7 to human Galphao; Multiplexed bead flow cytometry; actives lie on both sides; P09471; 0.35% of 220,000 active; AID 1439; binding response (% of control), % at 10 µM; in the data active = binding response below about 49% or above about 150%; inconclusive = no clear call, values can overlap the other calls; inactive = in between;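 also: fluorescent Galphao held in activated GDP-AlF4 state binding bead-coupled RGS7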
ABCB1 block – inhibitors of human ABCB1 transporter, ABCG2 counter-screen; 0.067% of 190,000 active; inhibition, % at 6.6 µM; CCRF-Adr cells, JC-1 efflux, flow cytometry; P08183; in the data active = inhibition above about 40%;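 also: 0% = vehicle and 100% = reference inhibitor; higher value means more JC-1 retained so stronger ABCB1 efflux block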
* hit, by the source's call. Rule as the data show it, unless noted: active = inhibition above about 40%.

How did Cc1[nH]c2ccccc2c1/C=N/NC(=O)c1cccs1 do in these assays?
Bim-Bcl-W: 1; Bim-Bcl-XL: -2; Avidin bead fluor: 13; Bfl-1 Bim block: -9; Bcl-2 Bim block: -1; GSH fluor: 23; RGS4-Gao reg: 109; ABCG2 inh: 1; Bim-Bcl-B: -4; RGS7-Gao: 108; ABCB1 block: -0.1

What do the screens show for `CC1=CC(=O)N(c2ccc(C)cc2)C1c1ccc(Cl)cc1` (stereo unspecified)?
Bim-Bcl-W: -3; Bim-Bcl-XL: -4; Avidin bead fluor: 15; Bfl-1 Bim block: -16; Bcl-2 Bim block: -8; GSH fluor: 11; RGS4-Gao reg: 100; ABCG2 inh: 9; Bim-Bcl-B: -4; RGS7-Gao: 104; ABCB1 block: 0.8

What do the screens show for `COC(CN(C(=O)CCl)C(C(=O)NC1CCCCC1)c1ccc(C)cc1)OC` (stereo unspecified)?
Bim-Bcl-W: 0; Bim-Bcl-XL: -1; Avidin bead fluor: 7; Bfl-1 Bim block: 0; Bcl-2 Bim block: 0; GSH fluor: 26; RGS4-Gao reg: 96; ABCG2 inh: -6; Bim-Bcl-B: 3; RGS7-Gao: 87; ABCB1 block: 3.8

How did CNc1nc(N)nc(-c2cc(Cl)ccc2OC)n1 do in these assays?
Bim-Bcl-W: 0; Bim-Bcl-XL: 8; Avidin bead fluor: 14; Bfl-1 Bim block: -5; Bcl-2 Bim block: -2; GSH fluor: 7; RGS4-Gao reg: 100; ABCG2 inh: 2; Bim-Bcl-B: 0; RGS7-Gao: 109; ABCB1 block: 0.3

Results for O=C(/C=C/c1ccc2c(c1)OCO2)NCCSCc1cccc(Cl)c1 ?
Bim-Bcl-W: 2; Bim-Bcl-XL: 0; Avidin bead fluor: 10; Bfl-1 Bim block: -1; Bcl-2 Bim block: -3; GSH fluor: 9; RGS4-Gao reg: 99; ABCG2 inh: 1; Bim-Bcl-B: -2; RGS7-Gao: 103; ABCB1 block: -0.1

What do the screens show for `COc1ccc(OC)c2c(N)c(C#N)c(C(F)(F)C(F)(F)F)nc12`?
Bim-Bcl-W: 2; Bim-Bcl-XL: 0; Avidin bead fluor: 28; Bfl-1 Bim block: -1; Bcl-2 Bim block: 1; GSH fluor: 14; RGS4-Gao reg: 98; ABCG2 inh: 1; Bim-Bcl-B: -2; RGS7-Gao: 100; ABCB1 block: -0.2

Results for O=[N+]([O-])c1cccnc1N1CCN(c2ccccc2F)CC1 ?
Bim-Bcl-W: 0; Bim-Bcl-XL: 0; Avidin bead fluor: 20; Bfl-1 Bim block: -5; Bcl-2 Bim block: -1; GSH fluor: 9; RGS4-Gao reg: 103; ABCG2 inh: 0; Bim-Bcl-B: -4; RGS7-Gao: 104; ABCB1 block: 0.2

What do the screens show for `CCN(CC)S(=O)(=O)c1cccc(C(=O)NC(C(=O)Nc2nnc(C)s2)C(C)C)c1` (stereo unspecified)?
Bim-Bcl-W: 3; Bim-Bcl-XL: -3; Avidin bead fluor: 8; Bfl-1 Bim block: -8; Bcl-2 Bim block: -5; GSH fluor: 6; RGS4-Gao reg: 102; ABCG2 inh: 1; Bim-Bcl-B: -5; RGS7-Gao: 104; ABCB1 block: 0.4

What do the screens show for `C=CCCC(=O)Nc1ccc(Br)cn1`?
Bim-Bcl-W: 0; Bim-Bcl-XL: -2; Avidin bead fluor: 1; Bfl-1 Bim block: -11; Bcl-2 Bim block: -2; GSH fluor: 18; RGS4-Gao reg: 90; ABCG2 inh: 0; Bim-Bcl-B: -4; RGS7-Gao: 58; ABCB1 block: -0.1

Results for O=[N+]([O-])c1ccc(N/N=C/c2cccc(O)c2O)c(S(=O)(=O)N2CCOCC2)c1 ?
Bim-Bcl-W: 2; Bim-Bcl-XL: -3; Avidin bead fluor: 11; Bfl-1 Bim block: -1; Bcl-2 Bim block: -2; GSH fluor: 15; RGS4-Gao reg: 99; ABCG2 inh: -7; Bim-Bcl-B: -9; RGS7-Gao: inconclusive; ABCB1 block: -1.5

Results for COc1cccc(CN2CCN(C(=O)c3ccc(-c4ccccc4)cc3)CC2)c1OC ?
Bim-Bcl-W: 0; Bim-Bcl-XL: -1; Avidin bead fluor: 13; Bfl-1 Bim block: -4; Bcl-2 Bim block: -3; GSH fluor: 11; RGS4-Gao reg: 97; ABCG2 inh: 5; Bim-Bcl-B: -2; RGS7-Gao: 102; ABCB1 block: 0.2

Results for CC(C)(C)c1cc(NC(=O)CSc2nncs2)n(-c2ccccc2)n1 ?
Bim-Bcl-W: -2; Bim-Bcl-XL: -3; Avidin bead fluor: 15; Bfl-1 Bim block: 0; Bcl-2 Bim block: -3; GSH fluor: 5; RGS4-Gao reg: 104; ABCG2 inh: 19; Bim-Bcl-B: -5; RGS7-Gao: 101; ABCB1 block: -0.1

Sorted by count of non-hydrogen atoms (falling): part of the list above
Results for O=C(/C=C/c1ccc2c(c1)OCO2)NCCSCc1cccc(Cl)c1 ?
Bim-Bcl-W: 2; Bim-Bcl-XL: 0; Avidin bead fluor: 10; Bfl-1 Bim block: -1; Bcl-2 Bim block: -3; GSH fluor: 9; RGS4-Gao reg: 99; ABCG2 inh: 1; Bim-Bcl-B: -2; RGS7-Gao: 103; ABCB1 block: -0.1

How did Cc1[nH]c2ccccc2c1/C=N/NC(=O)c1cccs1 do in these assays?
Bim-Bcl-W: 1; Bim-Bcl-XL: -2; Avidin bead fluor: 13; Bfl-1 Bim block: -9; Bcl-2 Bim block: -1; GSH fluor: 23; RGS4-Gao reg: 109; ABCG2 inh: 1; Bim-Bcl-B: -4; RGS7-Gao: 108; ABCB1 block: -0.1

What do the screens show for `C=CCCC(=O)Nc1ccc(Br)cn1`?
Bim-Bcl-W: 0; Bim-Bcl-XL: -2; Avidin bead fluor: 1; Bfl-1 Bim block: -11; Bcl-2 Bim block: -2; GSH fluor: 18; RGS4-Gao reg: 90; ABCG2 inh: 0; Bim-Bcl-B: -4; RGS7-Gao: 58; ABCB1 block: -0.1

(continued)
What do the screens show for `CCOc1ccccc1-n1c(SCC(=O)NC2CCCC2)nnc1-c1ccoc1C`?
Bim-Bcl-W: -5; Bim-Bcl-XL: -8; Avidin bead fluor: 12; Bfl-1 Bim block: -21; Bcl-2 Bim block: -17; GSH fluor: 31; RGS4-Gao reg: 102; ABCG2 inh: 46; Bim-Bcl-B: -12; RGS7-Gao: 100; ABCB1 block: 7.0

Results for CCCCCCCC1CC(CSC(=N)N)OC1=O (stereo unspecified) ?
Bim-Bcl-W: 1; Bim-Bcl-XL: -2; Avidin bead fluor: 7; Bfl-1 Bim block: -5; Bcl-2 Bim block: -6; GSH fluor: 12; RGS4-Gao reg: 102; ABCG2 inh: 0; Bim-Bcl-B: -4; RGS7-Gao: 100; ABCB1 block: 0.0

What do the screens show for `CCCCn1c(-c2ccc(Cl)cc2)nc2c(=O)n(C)c(=O)[nH]c21`?
Bim-Bcl-W: 0; Bim-Bcl-XL: -3; Avidin bead fluor: 9; Bfl-1 Bim block: -4; Bcl-2 Bim block: -2; GSH fluor: 56; RGS4-Gao reg: 93; ABCG2 inh: 4; Bim-Bcl-B: 0; RGS7-Gao: 94; ABCB1 block: 0.0

How did CCCCOc1cc(C)nc(NCc2ccccc2)n1 do in these assays?
Bim-Bcl-W: -3; Bim-Bcl-XL: -15; Avidin bead fluor: 1; Bfl-1 Bim block: 0; Bcl-2 Bim block: 0; GSH fluor: 30; RGS4-Gao reg: 88; ABCG2 inh: -3; Bim-Bcl-B: -3; RGS7-Gao: 89; ABCB1 block: -4.0

How did COC1CCCN(C(=O)c2ccc(OC3CCN(CCc4ccccc4)CC3)cc2)C1 (stereo unspecified) do in these assays?
Bim-Bcl-W: 0; Bim-Bcl-XL: -2; Avidin bead fluor: 5; Bfl-1 Bim block: -3; Bcl-2 Bim block: -2; GSH fluor: 19; RGS4-Gao reg: 104; ABCG2 inh: -1; Bim-Bcl-B: -4; RGS7-Gao: 102; ABCB1 block: 0.1

How did C=CCn1c(CCCNC(=O)c2ccccc2OC)nc2ccccc21 do in these assays?
Bim-Bcl-W: 5; Bim-Bcl-XL: 0; Avidin bead fluor: 25; Bfl-1 Bim block: 0; Bcl-2 Bim block: 4; GSH fluor: 23; RGS4-Gao reg: 101; ABCG2 inh: 5; Bim-Bcl-B: 0; RGS7-Gao: 101; ABCB1 block: 1.4

What do the screens show for `Cc1ccc([N+](=O)[O-])cc1-c1ccc(/C=C(\C#N)c2[nH]nc(N)c2C#N)o1`?
Bim-Bcl-W: 3; Bim-Bcl-XL: -9; Avidin bead fluor: 6; Bfl-1 Bim block: 2; Bcl-2 Bim block: -3; GSH fluor: 26; RGS4-Gao reg: 107; ABCG2 inh: -23; Bim-Bcl-B: -23; RGS7-Gao: 104; ABCB1 block: -2.0

How did C#Cc1ccc([C@@H]2C=C(C(=O)N3CCOCC3)O[C@H](OCC)[C@H]2CCCO)cc1 do in these assays?
Bim-Bcl-W: 0; Bim-Bcl-XL: 5; Avidin bead fluor: 7; Bfl-1 Bim block: 7; Bcl-2 Bim block: 2; GSH fluor: 17; RGS4-Gao reg: 100; ABCG2 inh: 2; Bim-Bcl-B: 7; RGS7-Gao: 101; ABCB1 block: 0.1

How did O=C(CCCc1ccccc1)Nc1ccc2c(c1)OCCO2 do in these assays?
Bim-Bcl-W: 2; Bim-Bcl-XL: 0; Avidin bead fluor: 10; Bfl-1 Bim block: -6; Bcl-2 Bim block: -1; GSH fluor: 10; RGS4-Gao reg: 104; ABCG2 inh: 6; Bim-Bcl-B: -2; RGS7-Gao: 103; ABCB1 block: 0.3

How did O=C(NC(NC(=S)Nc1ccc(Cl)c(Cl)c1)C(Cl)(Cl)Cl)c1ccco1 (stereo unspecified) do in these assays?
Bim-Bcl-W: -3; Bim-Bcl-XL: -2; Avidin bead fluor: 6; Bfl-1 Bim block: 6; Bcl-2 Bim block: -1; GSH fluor: 16; RGS4-Gao reg: 105; ABCG2 inh: 13; Bim-Bcl-B: -3; RGS7-Gao: 107; ABCB1 block: -0.1

How did CCOc1ccc(CC2CCC(=O)NC2=O)cc1 (stereo unspecified) do in these assays?
Bim-Bcl-W: 3; Bim-Bcl-XL: 3; Avidin bead fluor: 14; Bfl-1 Bim block: 5; Bcl-2 Bim block: 5; GSH fluor: 13; RGS4-Gao reg: 101; ABCG2 inh: 12; Bim-Bcl-B: 5; RGS7-Gao: 102; ABCB1 block: -1.2

How did O=C(Nc1cccn(Cc2c(Cl)cccc2Cl)c1=O)c1ccc(Cl)cc1 do in these assays?
Bim-Bcl-W: -2; Bim-Bcl-XL: -7; Avidin bead fluor: 11; Bfl-1 Bim block: -9; Bcl-2 Bim block: -5; GSH fluor: 36; RGS4-Gao reg: 105; ABCG2 inh: 46; Bim-Bcl-B: -8; RGS7-Gao: 102; ABCB1 block: 2.3

How did CC1CCN(c2nc3ccccc3nc2C(C#N)C(=O)OC2CCCCC2)CC1 (stereo unspecified) do in these assays?
Bim-Bcl-W: 2; Bim-Bcl-XL: 2; Avidin bead fluor: 18; Bfl-1 Bim block: 2; Bcl-2 Bim block: 2; GSH fluor: 13; RGS4-Gao reg: 116; ABCG2 inh: 7; Bim-Bcl-B: -3; RGS7-Gao: 105; ABCB1 block: 1.1

How did CN(C)S(=O)(=O)Nc1ccc(C(=O)O)cc1 do in these assays?
Bim-Bcl-W: -3; Bim-Bcl-XL: -8; Avidin bead fluor: 10; Bfl-1 Bim block: -11; Bcl-2 Bim block: -5; GSH fluor: 27; RGS4-Gao reg: 104; ABCG2 inh: 12; Bim-Bcl-B: -8; RGS7-Gao: 103; ABCB1 block: -0.4
